HT1080 IDH1KD tx = kills HT-1080 cells with IDH1 knockdown; Potency, µM (titrated, usually from 46.1 µM), for the others: top-dose activity, negative = toxicity, most hits filed as cytotoxic; 2% of 360,000 active; HT-1080 IDH1 knockdown viability, ATP luminescence, 48 h;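 also: potency is read from the fitted curve at half-maximal effect; 0% = DMSO wells and -100% = cell-free medium wells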
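In this qHTS, HT-1080 cells depleted of IDH1 are exposed for 48 h at 37 °C to compound titrations. Toxicity is scored from CellTiter-Glo luminescence, with DMSO as full viability and medium alone as none.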
KB-3-1 cytotox = KB-3-1 parental cell cytotoxicity. KB-3-1 viability, CellTiter-Glo ATP luminescence, 72 h. Potency, µM (highest dose often 46.1 µM), for inactives: at the top dose activity change, negative = cytotoxic, most hits filed as cytotoxic. 1.4% of 400,000 active. AID 1347075; also: potency is read from the fitted curve at half-maximal effect; % is scaled to controls: 0 for no effect and ±100 for the full control effect; nearly all actives have a fitted effect of over 60% in size
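KB-3-1 parental drug-naive adenocarcinoma cells in DMEM/10% FBS, incubated 72 h at 37 C with pin-transferred compounds across a concentration series. Viability by CellTiter-Glo luminescence; concentration-response curves fitted after normalization.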
GLP1R ag = activates the human GLP-1 receptor. HEK293 GLP-1R CRE-luciferase, luminescence, 4-6 h; cells express a hypersensitive GLP-1R form. P43220. Potency, µM (highest dose often 45.6 µM), for the others: at the highest dose activation, actives largely listed as activators. 0.007% of 380,000 active; also: potency is read from the fitted curve at half-maximal effect; % of control where 0% means no effect
Target sequence (P43220 whole entry, looked up): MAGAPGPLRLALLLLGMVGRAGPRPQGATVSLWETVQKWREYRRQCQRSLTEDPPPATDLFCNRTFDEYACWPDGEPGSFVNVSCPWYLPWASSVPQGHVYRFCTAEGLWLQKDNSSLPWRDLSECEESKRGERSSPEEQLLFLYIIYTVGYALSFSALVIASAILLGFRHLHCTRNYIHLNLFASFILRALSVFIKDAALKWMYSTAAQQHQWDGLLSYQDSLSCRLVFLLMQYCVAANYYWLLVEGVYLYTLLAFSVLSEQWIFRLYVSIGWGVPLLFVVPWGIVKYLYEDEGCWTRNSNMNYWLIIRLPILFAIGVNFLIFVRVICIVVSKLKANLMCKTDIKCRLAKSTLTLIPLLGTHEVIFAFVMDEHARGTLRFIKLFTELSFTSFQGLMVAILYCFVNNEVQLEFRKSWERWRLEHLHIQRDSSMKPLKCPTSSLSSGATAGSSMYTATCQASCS
HT1080-NT tox = kills 2HG-producing HT-1080-NT fibrosarcoma cells. Potency, µM (series often up to 46.1 µM), without a hit: top-dose activity, negative = less viability, usual class: cytotoxic. 1.6% of 360,000 active. HT-1080-NT fibrosarcoma viability, CellTiter-Glo ATP luminescence, 48 h. AID 686970;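 also: NT is the 2HG producing partner of a matched IDH1 knockdown line; potency is read from the fitted curve at half-maximal effect; 0% = DMSO-treated cells and -100% = media-only wells without cells; nearly all actives have a fitted effect of over 55% in size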
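Compounds were tested in concentration-response format on HT-1080-NT cells for 48 hours at 37 degrees C. Cell viability came from CellTiter-Glo luminescence; curves were classified by r2, response magnitude and activity.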
IL-1B inflam inh = inflammasome signaling inhibition, IL-1 beta readout | THP-1 LPS/ATP IL-1B secretion, AlphaLISA, 16 h; stronger effect = lower value | activity change, % at 57.5 µM | 4.7% of 360,000 active | AID 743279; in the data active = activity change below about -50%; inconclusive = mostly about -30% to -49%; also: % is scaled to controls: 0 for no effect and ±100 for the full control effect
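Secreted IL-1B measured by AlphaLISA bead assay after 16 h compound exposure of THP-1 cells; compounds (final up to 57.5 uM) added 1 h before LPS (250 ng/mL) and ATP (1.25 mM) stimulation; lower signal means less secretion.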
DRD3 agonist = agonists of human D3 dopamine receptor. 0.58% of 410,000 active. AID 652048. max activation, %. P35462. D3R DiscoveRx beta-arrestin cells, luminescence, 90 min; in the data active = max activation above about 30%; also: 0% is about no effect; mostly tested at two doses, the higher about 12 µM
Target sequence (P35462 whole entry, looked up): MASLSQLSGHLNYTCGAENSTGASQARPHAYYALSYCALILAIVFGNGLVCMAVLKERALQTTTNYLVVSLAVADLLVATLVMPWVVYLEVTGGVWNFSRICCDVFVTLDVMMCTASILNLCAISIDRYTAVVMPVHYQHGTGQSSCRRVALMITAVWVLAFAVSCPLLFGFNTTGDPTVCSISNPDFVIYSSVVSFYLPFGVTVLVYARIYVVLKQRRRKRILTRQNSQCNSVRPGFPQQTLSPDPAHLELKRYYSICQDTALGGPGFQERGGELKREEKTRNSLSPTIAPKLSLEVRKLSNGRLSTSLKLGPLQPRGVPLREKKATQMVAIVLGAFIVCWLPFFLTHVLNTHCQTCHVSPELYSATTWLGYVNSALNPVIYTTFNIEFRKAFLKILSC
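Agonist mode: compounds and dopamine controls were applied to plated cells for 90 min at 37 degrees C after an overnight attachment at 1500 cells/well. Luminescent read-out followed 30 - 60 minutes at room temperature with DiscoveRx detection reagent.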
SW480 rereplic = DNA re-replication induction in SW480 cells. SW480 DNA re-replication, Hoechst DNA content imaging, 48 h. Potency, µM (series often up to 46.1 µM), for inactives: at the highest dose re-replication activation, hits mostly activators. 1.8% of 340,000 active. AID 624297; also: potency is read from the fitted curve at half-maximal effect; % of control where 0% means no effect; nearly all actives have a fitted effect of over 55% in size
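Image-based read-out: total Hoechst fluorescence of nuclei (405 nm excitation, 500-530 nm emission), with hits raising the fraction of high-intensity nuclei. SW480 colon cells incubated 48 hr with compounds at 37 C.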
D3 antag = blocks the human D3 dopamine receptor. P35462. D3R cells, DiscoveRx beta-arrestin luminescence, antagonist mode; stronger effect = lower value. max response, negative = inhibition, %. 2.5% of 360,000 active. AID 652054; in the data active = max response below about -50%; inconclusive = no clear call, values can overlap the other calls; also: % is scaled to controls: 0 for no effect and ±100 for the full control effect; mostly tested at two doses, the higher about 12 µM
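Cells expressing the human receptor were seeded at 1500 cells/well, incubated overnight at 37 degrees C in 5% CO2, then exposed to library compounds with dopamine controls for 90 minutes at 37 degrees C before luminescent detection.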
KB-V1 cytotox = KB-V1 MDR subline cytotoxicity; Potency, µM (series often up to 46.1 µM), for the others: at the highest dose activity change, negative = cytotoxicity, usual class: cytotoxic; KB-V1 MDR cells viability, CellTiter-Glo, 72 h; 3.4% of 400,000 active; also: potency is read from the fitted curve at half-maximal effect; % is scaled to controls: 0 for no effect and ±100 for the full control effect; nearly all actives have a fitted effect of over 60% in size
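KB-V1, DMEM (no phenol red) + 10% FBS; cpd pin-transferred, titration series; 72 h, 37 degrees C; CellTiter-Glo, luminescence. Data normalized, curve-fit.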
* = called active by the depositor; ? = inconclusive; . = no result given; [ ] = another dose, or the depositor's remark. Unless noted, calls follow the shape of the dose curve; as a rule, active = well fitted curve in the direction sought with a large enough effect; inconclusive = small, poorly fitted or top-dose-only effect, or another doubt; inactive = no such curve, though single readings can be large; an effect the other way counts as inactive or inconclusive.

SMILES	HT1080 IDH1KD tx	KB-3-1 cytotox	GLP1R ag	HT1080-NT tox	IL-1B inflam inh	DRD3 agonist	SW480 rereplic	D3 antag	KB-V1 cytotox
Cc1csc(=O)n1CCC(=O)OC(C)C(=O)Nc1ccc(N2CCOCC2)cc1 (stereo not drawn)	2%	23%	0%	-1%	-1	1	-10%	1	0%
COc1cc(C(=O)NNC(=S)NC(=O)c2ccc3c(c2)OCO3)cc(OC)c1OC	?	?	14%	?	104	9	?	2	-27%
Clc1cccc(C2Nc3cccc4cccc(c34)N2)c1	3%	-5%	7%	0%	-23	0	?	1	-16%
CCOC(=O)[C@]12CCC=C1N(Cc1ccc3c(c1)OCO3)C(=O)[C@H](CC(=O)NCCCN1CCCC1=O)C2	0%	14%	15%	13%	7	6	.	1	?
COc1ccccc1NC(=O)CN(Cc1ccco1)C(=O)c1cccs1	0%	12%	-3%	26%	-26	3	-11%	-7	?
CCC1(c2ccc(F)cc2)NC(=O)N(CC(=O)N(C)C2CCS(=O)(=O)C2)C1=O (stereo not drawn)	-1%	2%	-2%	0%	0	-2	0%	2	2%
CCCNC(=O)c1ccc2c(=O)c(O)c(-c3ccc(Cl)c([N+](=O)[O-])c3)[nH]c2c1	5%	-5%	-1%	-3%	32	26	?	36	0%
Nc1nnnn1/N=C/c1ccc(F)cc1	4%	-4%	1%	4%	13	1	-7%	8	3%
O=C(Nc1ccc(O)cc1)N1CCOCC1	-3%	2%	-6%	5%	22	3	0%	-4	24%
COc1ccc(OC)c(S(=O)(=O)N2Cc3ccccc3CC2C(=O)Nc2nccs2)c1 (stereo not drawn)	?	-11%	-14%	-22%	0	-6	19%	-6	?
Cn1c(=O)c2c(-c3ccccc3)n(-c3ccccc3O)cc2n(C)c1=O	7%	6%	14%	0%	0	8	-3%	-17	6%
CCCC#Cc1ccc2c(c1)O[C@@H](CN(C)Cc1ccc3c(c1)OCO3)[C@H](C)CN([C@@H](C)CO)S2(=O)=O	?	21µM*	9%	?	-3	1	.	-19	?
CCOc1ccccc1NC(=O)CC1Nc2ccccc2NC1=O (stereo not drawn)	?	-5%	6%	?	35	-3	4%	0	-23%
Cn1ncc(C#N)c1NC(=O)C1CC(c2ccccc2Cl)=NO1 (stereo not drawn)	7%	9%	0%	-3%	10	0	-25%	6	54%
COc1ccc(CNC(=O)CN(C(=O)c2ccc(CN3CCOCC3)o2)C2CCCC2)cc1	6%	-2%	-3%	15%	4	9	-3%	2	-8%
CC1NC(=O)c2cccnc2-n2c1nc1ccccc1c2=O (stereo not drawn)	-5%	-11%	1%	6%	5	2	.	-16	4%
O=C(NC1CCCCC1)c1ccc(S(=O)(=O)N2CCCC2)cc1	-1%	-7%	-5%	11%	35	1	1%	-14	16µM*
O=C(C1CCC(=O)N(C2CC2)C1)N(CCO)Cc1ccccc1 (stereo not drawn)	12%	-10%	-2%	-1%	12	1	1%	14	-8%
COCCN(C(=O)Cc1cccs1)C(C(=O)NC1CCCC1)c1cc(OC)c(OC)c(OC)c1 (stereo not drawn)	1%	-2%	3%	-1%	-8	-5	-77%[inhibitor]	-2	-22%
CC(=O)C1=C(O)C(=O)N(c2nnn(C)n2)C1c1cccs1 (stereo not drawn)	4%	3%	-3%	27%	15	4	-13%	-15	3%
O=C(Nc1ccccc1)SC1CCCCC1	1%	.	-11%	1%	-14	-4	-8%	-9	.
Cc1cccc(C)c1OCc1cc(C(=O)N(C)Cc2nc3ccccc3[nH]2)no1	-20%	-25%	-1%	-8%	-14	-9	-4%	-18	0%
Cc1ccc(S(=O)(=O)N2CCC(C(=O)OCC(=O)N(Cc3ccccc3)C(C)C)CC2)cc1C	5%	2%	10%	3%	44	5	.	2	23%
C[C@H]1CN([C@@H](C)CO)C(=O)CCCn2nncc2CO[C@H]1CN(C)C(=O)Nc1ccnc(N2CCOCC2)c1	10%	8%	6%	7%	21	1	.	-12	?
Cc1cc(Br)ccc1OCCCCNC(C)(C)C	?	?	1%	13µM*	?	1	3%	-66*	-24%
O=c1[nH]c(SCc2cccc(Cl)c2)nc2[nH]ncc12	?	5%	12%	-4%	-19	6	-2%	6	0%
C/C(=N\NC(=O)CSc1nnc(C)s1)c1ccc(O)cc1	2%	13%	-5%	14%	10	5	-17%	12	1%
O=C(NCCc1ccccc1)c1nc(-c2cccs2)no1	-4%	1%	10%	2%	-8	-2	12%	-9	-22%
Cc1ccc(-n2cc(CNCCc3cscn3)c(-c3ccc(F)cc3)n2)cc1	21µM*	-16%	11%	21µM*	-94*	-36	84%	-15	-17%
Cc1ccc(-n2cc3ccc([N+](=O)[O-])cc3n2)cc1	-2%	-1%	-6%	-16%	?	10	1%	14	?
CS(=O)(=O)N1CCSC1c1ccc(Br)cc1 (stereo not drawn)	-4%	-5%	1%	3%	5	-10	-7%	-8	-20%
COc1ccc(NC(=O)CN(C)Cc2c(F)cccc2Cl)cc1S(=O)(=O)N1CCCCC1	17%	-10%	8%	12%	-3	-1	1%	5	?
COc1ccc(CCNC(=O)C2CCCN(S(=O)(=O)c3cnc[nH]3)C2)cc1OC (stereo not drawn)	9%	12%	-6%	5%	-3	4	-5%	-14	?
Cc1ccc(OCC(=O)Nc2ccc3c(c2)OCO3)cc1C	-5%	4%	-1%	6%	-8	2	?	2	1%
CC(C)N(C)C1=CC(=O)C(N(C)C(C)C)=CC1=O	2%	9%	-13%	-5%	-11	3	26%	8	?
Cc1ccccc1-n1c(=O)cc(NCC2CCCO2)[nH]c1=O (stereo not drawn)	0%	-3%	-2%	4%	11	3	9%	15	5%
CCOC(=O)c1c(-c2ccc(C)cc2)csc1NC(=O)C1CC=CCC1C(=O)O (stereo not drawn)	-9%	0%	19%	-1%	17	-4	-2%	-27	?
O=C1CSC2(CCCCC2)N1CCO	-2%	-5%	-2%	5%	14	-17	-8%	-9	-2%
Cc1ccc(/C=C2/Sc3ccc(C(=O)N4CCN(C)CC4)cc3NC2=O)cc1	-20%	-1%	1%	-14%	-5	1	?	?	11%
CCCCN(C(=O)CSc1nnc2ccccn12)c1c(N)n(Cc2ccccc2)c(=O)[nH]c1=O	18%	3%	9%	-4%	0	-4	-4%	-20	2%
CCCCOC(=O)Cn1c(=O)c2c(nc(Br)n2Cc2ccccc2)n(C)c1=O	-6%	1%	-1%	-18%	-4	-4	-5%	12	?
Cc1cc(NC(=O)c2ccc(NC(=O)C3CCCO3)cc2)ccc1Br (stereo not drawn)	?	?	3%	?	59	-6	-10%	-1	?
CC(C)CCn1c(=O)c2ccccc2n2c(CN3CCOCC3)nnc12	10%	-1%	3%	2%	-8	-8	2%[1.84 µM]	-54*	-9%
O=C(c1cc(Cl)ccc1Cl)N1CCN(c2ccccn2)CC1	-3%	-16%	16%	-2%	29	2	-3%	-20	?
CC(C)Cc1nnc(NC(=O)c2ccc3c(c2)NC(=O)C(C)S3)s1 (stereo not drawn)	-1%	-3%	6%	7%	-6	1	?	19	-12%
COCCN(C(=O)CSc1n[nH]c(-c2ccccc2)n1)c1c(N)n(Cc2ccccc2)c(=O)[nH]c1=O	-1%	29%	-8%	-1%	9	-7	-3%	-9	5%
COc1ccccc1N(CC(=O)NC(C)C)S(=O)(=O)c1cccs1	3%	15%	0%	0%	0	-5	.	-2	-11%
Cc1ccc(C(C)(C)NC(=O)C2CCC(=O)N(CCCN3CCOCC3)C2)cc1 (stereo not drawn)	5%	18%	-4%	4%	-6	5	19%	2	?
Cc1noc(N)c1C1(O)C(=O)N(C(C)C)c2ccccc21 (stereo not drawn)	1%	6%	0%	-5%	-1	4	3%	-1	1%
Cc1ccc(-c2csc(N(Cc3ccco3)C(=O)c3cccs3)n2)cc1	-20%	-10%	1%	-9%	19	-1	-8%	23	?
COc1ccc(C(OCC(O)CN2CCC(O)CC2)c2ccc(OC)cc2)cc1 (stereo not drawn)	-1%	9%	0%	-21%	-17	10	-2%	-1	-3%
CC(=O)c1ccc(NC(=O)c2sc3nc(C)c(C)c(C)c3c2N)cc1	21%	7%	-1%	25%	21	8	-5%	15	0%
[N-]=[N+]=CC(=O)CNC(=O)[C@@H](Cc1ccccc1)N1C(=O)c2ccccc2C1=O	2%	1%	14%	8%	3	4	-2%	-24	29%
CC(C(=O)Nc1ccc(S(=O)(=O)N2CCCC2)cc1)N1CCc2ccccc2C1 (stereo not drawn)	-13%	-3%	2%	3%	-8	-1	-7%	?	3%
COCc1cc(=O)oc2cc(NC(=O)c3ccc(C(C)(C)C)cc3)ccc12	6%	-29%	7%	6%	-12	-13	?	-20	-10%
CCC(=O)N1CCc2cc(S(=O)(=O)NCCC(=O)NC3CCCCCC3)ccc21	1%	0%	4%	-5%	3	6	9%	26	12%
CCCCCCN1N=C(C)C(C(=O)c2ccc(Cl)cc2)C1=O (stereo not drawn)	?	?	-10%	?	17	2	-1%	-83*	?
CCCOc1ccc(OCCOCCNCc2ccccc2)cc1	-2%	-3%	18%	-14%	-22	-5	?	-13	8.2µM*
CN1CCN(C(=O)CSc2cc(=O)n(C)c3ccccc23)CC1	1%	5%	-2%	6%	-26	4	-10%	3	0%
CCC(=O)c1cc2c(C)cc(=O)oc2c(C)c1OC	1%	19%	8%	4%	0	0	-13%	-28	?
O=C(Nc1cc(=O)[nH]c2nc(-c3ccc(Cl)cc3)nn12)c1ccccc1	12%	-17%	0%	?	23	-2	?	3	29%
CC1=C(C(=O)N(C(C)C)C(C)C)CC(CC(=O)NC2CC2)C(=O)N1Cc1ccc(F)cc1 (stereo not drawn)	?	0%	-7%	13%	19	-1	.	-25	-8%
